TRPV1 ag: agonists of human vanilloid receptor 1 (TRPV1). actives 0.19% (n = 320,000). activation, % at 8.33 µM. Q8NER1. TRPV1-expressing cells, Fluo-8 calcium influx, agonist mode. AID 540275; in the data active = activation above about 80%; inconclusive = between about 30% and that limit; also: 0% is about no effect
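TRPV1-expressing cells were cultured overnight at 35.5C and loaded with Fluo-8 calcium dye for 40 to 90 min at room temperature. After a 10 s baseline, compound was added and calcium influx was read kinetically for 3 min (ex 480/em 520 nm).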
Tb PFK block: inhibitors of T. brucei phosphofructokinase; O15648; T. brucei PFK, ADP-Glo luminescence; Potency, µM (top dose mostly 57.5 µM), for the others: at the highest dose activity, negative = inhibition, most hits filed as inhibitors; actives 0.17% (n = 330,000); AID 485367;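 also: potency is read from the fitted curve at half-maximal effect; 0% = uninhibited 1x PFK enzyme wells and -100% = no-enzyme wells; nearly all actives have a fitted effect of over 60% in size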
Target sequence (O15648 whole entry, looked up): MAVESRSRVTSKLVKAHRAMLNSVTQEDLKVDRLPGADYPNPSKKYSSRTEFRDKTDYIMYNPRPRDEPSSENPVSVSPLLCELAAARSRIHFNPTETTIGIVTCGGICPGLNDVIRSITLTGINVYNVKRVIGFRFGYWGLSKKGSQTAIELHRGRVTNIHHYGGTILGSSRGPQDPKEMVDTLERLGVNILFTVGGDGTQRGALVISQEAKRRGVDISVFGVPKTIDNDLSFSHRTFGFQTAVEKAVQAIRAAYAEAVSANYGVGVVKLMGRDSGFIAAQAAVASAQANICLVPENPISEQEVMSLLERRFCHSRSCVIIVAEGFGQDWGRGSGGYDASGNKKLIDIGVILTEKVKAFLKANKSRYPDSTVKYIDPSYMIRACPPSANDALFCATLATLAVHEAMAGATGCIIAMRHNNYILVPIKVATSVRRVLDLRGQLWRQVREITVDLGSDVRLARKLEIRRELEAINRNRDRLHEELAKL
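Activity is normalized to no-enzyme wells (full inhibition) and 1.25 nM enzyme wells (no inhibition). Reaction: 0.5 mM F6P, 0.1 mM ATP, 45 min RT, ADP-Glo luminescence; concentration-response curves fitted and classed by quality.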
ELG1 DNA repair: inhibitors of ELG1-dependent DNA repair in HEK293T cells | HEK293T ELG1-luciferase reporter, luminescence, 16 h; DNA damage induced by 5-fluorouridine | Potency, µM (titrated, usually from 46.1 µM), inactives show at the highest dose activity change, negative = inhibition, hits mostly inhibitors | actives 2.3% (n = 330,000) | AID 504467; also: potency is read from the fitted curve at half-maximal effect; % is scaled to controls: 0 for no effect and ±100 for the full control effect; nearly all actives have a fitted effect of over 55% in size
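Cells (2,000 per well) received 5-fluorouridine plus test compound or DMSO and were incubated 16 hr at 37 °C, 5% CO2. Luciferase activity was read by luminescence 30 min after ONE-Glo addition; signal suppression marked inhibition of damage-induced ELG1 function.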
FLuc counter: inhibits or activates purified firefly luciferase, miR-21 counter-screen | P08659 | purified FLuc, Km substrates, luminescence inhibition | Potency, µM (doses to about 57.5 µM), inactives show top-dose activity change, negative = inhibition, usual class: inhibitors | actives 6.9% (n = 360,000);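 also: potency is read from the fitted curve at half-maximal effect; plate controls were vehicle for no effect and reference inhibitor for full effect; nearly all actives have a fitted effect of over 55% in size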
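Purified P. pyralis luciferase (10nM final) with 10uM D-luciferin and 10uM ATP (Km levels) in 50mM Tris acetate pH 7.5, 10mM Mg acetate, 0.01% Tween-20, 0.05% BSA; qHTS 6-point titration, ~60 µM downward; luminescence read.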
RORg inh: blocks mouse ROR gamma transcriptional activity | P51450 | Drosophila S2 Gal4-RORgamma UAS-luciferase reporter, 20 h | Potency, µM (highest dose often 53.6 µM), without a hit: top-dose activity change, negative = inhibition, usual class: inhibitors | actives 5.4% (n = 310,000); also: potency is read from the fitted curve at half-maximal effect; % is scaled to controls: 0 for no effect and ±100 for the full control effect; nearly all actives have a fitted effect of over 60% in size
Target sequence (P51450 whole entry, looked up, the tested form may be a part): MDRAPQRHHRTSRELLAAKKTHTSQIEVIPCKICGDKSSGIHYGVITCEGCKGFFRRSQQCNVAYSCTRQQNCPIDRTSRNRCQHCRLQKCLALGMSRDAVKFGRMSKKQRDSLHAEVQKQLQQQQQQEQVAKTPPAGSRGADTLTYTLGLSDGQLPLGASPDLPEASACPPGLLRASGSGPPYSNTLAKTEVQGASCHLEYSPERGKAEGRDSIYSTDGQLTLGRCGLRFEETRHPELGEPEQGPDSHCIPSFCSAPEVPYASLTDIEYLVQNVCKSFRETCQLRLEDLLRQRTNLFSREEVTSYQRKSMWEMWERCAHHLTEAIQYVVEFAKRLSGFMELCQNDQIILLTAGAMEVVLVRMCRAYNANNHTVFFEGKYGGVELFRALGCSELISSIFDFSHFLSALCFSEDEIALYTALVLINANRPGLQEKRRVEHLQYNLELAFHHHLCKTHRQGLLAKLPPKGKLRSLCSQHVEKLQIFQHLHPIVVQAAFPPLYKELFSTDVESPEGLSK
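Read-out: Photinus luciferase luminescence; inhibitors lower reporter signal. Insect Schneider cells with Gal4-ROR gamma fusion under metallothionein promoter, UAS reporter; 700 uM final copper sulfate induction, 20 hr, ambient temperature.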
NPC1 prom act: NPC1 promoter activation. actives 2.4% (n = 320,000). Huh7 NPC1 promoter luciferase reporter, 24 h. Potency, µM (top dose mostly 9.22 µM), inactives show at the highest dose activation, hits mostly activators;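 also: potency is read from the fitted curve at half-maximal effect; % of control where 0% means no effect; nearly all actives have a fitted effect of over 60% in size; reporter is driven by a mutant NPC1 promoter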
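Huh7 cells stably carrying NPC1 promoter–luciferase, plated in Opti-MEM with 10% FBS for 2 h, were exposed to compound in DMSO for 24 h at 37 °C; luciferase reagent was added for 10 min and luminescence read.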
Rab9 prom act: Rab9 promoter activation; Huh7 Rab9 promoter-luciferase reporter, luminescence, 24 h; Potency, µM (series often up to 9.22 µM), without a hit: at the highest dose activation, negative = inhibition, hits mostly activators; actives 2.8% (n = 320,000); also: potency is read from the fitted curve at half-maximal effect; % of control where 0% means no effect; nearly all actives have a fitted effect of over 60% in size
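Luminescence from Amplite-detected luciferase (10 minutes, ambient) reports Rab9 promoter activation. Before that, stable Rab9-luciferase Huh7 cells (1500/well, reduced-serum OP-MEM I plus 10% FBS) were exposed to compound for 24 hours at 37C.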
VP16 counter: Gal4-VP16 reporter inhibition counter-screen. AID 2546. actives 3.5% (n = 310,000). Potency, µM (titrated, usually from 53.6 µM), inactives show top-dose activity, negative = inhibition, usual class: inhibitors. Drosophila S2 Gal4-VP16 UAS-luciferase, luminescence, 20 h;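 also: Gal4-VP16 expression switched on by copper sulfate through the metallothionein promoter; potency is read from the fitted curve at half-maximal effect; % is scaled to controls: 0 for no effect and ±100 for the full control effect; nearly all actives have a fitted effect of over 50% in size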
p53 reactivator: mutant p53 re-activation in reporter cells; actives 0.063% (n = 320,000); Potency, µM (doses to about 92.2 µM), without a hit: top-dose activity change, positive = activation, hits mostly activators; H1299 p53-A138V BP100-luciferase reporter, luminescence, 24 h; also: potency is read from the fitted curve at half-maximal effect; % of control where 0% means no effect; nearly all actives have a fitted effect of over 45% in size
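p53-null H1299 cells stably carrying temperature-sensitive p53-A138V and a BP100-luciferase reporter were pinned with compounds (4-point, 1:5 series) and held 24 hrs at 37 deg C. Luminescence was read 10 min after detection reagent.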
ELG1 genotoxic: genotoxicity induction in ELG1-luciferase HEK293T cells; HEK293T ELG1-luciferase reporter, luminescence, 16 h; Potency, µM (top dose mostly 46 µM), without a hit: at the top dose activity change, positive = activation, actives largely listed as activators; actives 1.3% (n = 330,000); also: potency is read from the fitted curve at half-maximal effect; % of control where 0% means no effect; nearly all actives have a fitted effect of over 60% in size
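Quantitative HTS format in 1536-well plates. HEK293T ELG1-luciferase reporter cells receive test compound and are incubated 16 hr at 37 °C, 5% CO2; ONE-Glo added, 30 min room temperature, then luminescence read.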
BRCA1 expr up: BRCA1 expression activation; MCF7-BRCA1-FFLuc reporter, luminescence, 48 h; response scale: scaled: vehicle 0%, 10 µM genistein 100%; Potency, µM (top dose mostly 46.1 µM), inactives show at the highest dose activation, actives largely listed as activators; actives 1.1% (n = 380,000); also: potency is read from the fitted curve at half-maximal effect; nearly all actives have a fitted effect of over 80% in size; some results filed as inactive show a strong effect at the top dose
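Activators of BRCA1 expression were detected as increased firefly luciferase luminescence in engineered MCF7 cells after 48 h compound incubation. Signals were scaled to genistein 10 microM as full activation.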
* marks the source's active call; other numbers are inactive results; ? = inconclusive; nt = not tested or not shown; [ ] = dose if it differs, or a comment. Unless noted, calls follow the shape of the dose curve; as a rule, active = well fitted curve in the direction sought with a large enough effect; inconclusive = small, poorly fitted or top-dose-only effect, or another doubt; inactive = no such curve, though single readings can be large; an effect the other way counts as inactive or inconclusive.

SMILES | TRPV1 ag | Tb PFK block | ELG1 DNA repair | FLuc counter | RORg inh | NPC1 prom act | Rab9 prom act | VP16 counter | p53 reactivator | ELG1 genotoxic | BRCA1 expr up
CNC(=S)N/N=C(\C)c1ccccc1 | 0 | 0% | ? | -14% | 4µM* | 1% | 1% | 16µM* | 2% | 12% | 3%
Cc1ccc2[nH]c3c(=O)n(CC(=O)NCCCN(C)Cc4ccccc4)ncc3c2c1 | -7 | -2% | -2% | -1% | -13% | -4% | -4% | -7% | -8% | -2%[9.26 µM] | 8%
Cc1nc(Cl)sc1C(=O)Nc1ccccc1 | 25 | 0% | 5% | -16% | 1% | -2% | 0% | -18% | 18% | 0% | 16%
CCC(C(=O)O/N=C(\N)c1ccc(C)cc1)c1ccccc1 (centres undefined) | 1 | 1% | ? | ? | 1% | 1% | 0% | 20% | 16% | 9% | 9%
COC(=O)C1=CN(CCOC23CC4CC(CC(C4)C2)C3)C=C(C(=O)OC)C1c1ccsc1 | 14 | -1% | ? | 4% | -16% | -6% | -4% | ? | -3% | -4% | -78%
CC(C)(C)NC(=O)NC(=O)COC(=O)c1ccco1 | 0 | -2% | 13% | -3% | ? | 7% | -5% | -2% | 9% | 1% | 0%
COc1ccc(NC(=O)c2cc(Br)ccc2Cl)c([N+](=O)[O-])c1 | -1 | 1% | 8% | 4% | -8% | -3% | -3% | -7% | 3% | 5% | -40%
CC(=O)c1ccc(N2CCN(C(=O)CNS(=O)(=O)c3ccc4c(c3)OCCCO4)CC2)c(F)c1 | -4 | -6% | -21% | -1% | nt | -4% | -4% | nt | -2% | -1% | -26%
O=C(O)[C@@H]1CSC2c3ccccc3C(=O)N21 (some centres undefined) | 5 | 3% | 7% | -2% | 1% | 1% | -15% | 6% | 8% | 0% | -14%
COc1ccccc1C(=O)COC(=O)CNS(=O)(=O)c1ccc(C)cc1 | 0 | 1% | -6% | -5% | -15% | -8% | 2% | 5% | 0% | -2% | 2%
Cc1ccc(CCSc2ccc(C(C)C)cc2)cn1 | 14 | -7% | 22% | ? | ? | -1% | -5% | ? | ? | 10% | -103%[inhibitor]
Cc1nn(-c2ccc(Cl)c(Cl)c2)c(=O)c2ccccc12 | -3 | -2% | ? | -19% | 29% | 26% | 19% | ? | 8% | 4% | 4%
Cc1cc(Cl)cc(C)c1OCCOCCNCc1ccccc1 | 10 | -3% | 2% | -1% | 32%[1.91 µM] | -1% | 0% | 0% | 9% | -5% | -37%
O=C(c1ccc2c(c1)OCCO2)N(c1ccccn1)C1CCCCC1 | nt | 3% | -12% | -1% | 6% | 0% | 1% | 1% | 7% | -5% | -32%
CC[C@H](C)C(C(=O)N1CCN(C(=O)OC(C)(C)C)CC1)n1cc(C(Cc2ccc(O)cc2)NC(=O)OC(C)(C)C)nn1 (some centres undefined) | -4 | 0% | ? | 2% | 8% | 1% | 1% | -1% | -5% | -14% | -60%
S=C(Nc1ccccc1)c1nc2ccccc2s1 | -1 | 3% | ? | ? | 1.1µM* | ? | 2.5µM* | 0.71µM* | ? | ? | 15%
Cc1ccc2[nH]c3c(c2c1)CN(C(=O)CN1CCN(c2ccccc2F)CC1)CC3 | -3 | 1% | ? | 2% | 7% | 10% | 0% | 6% | -1% | 0% | nt
O=C(CSc1ccc(-c2ccc(F)cc2)nn1)NCCc1ccccc1 | 0 | 1% | -4% | -4% | 12% | 0% | 0% | 3% | -1% | 1% | 10%
COc1cccc(N2CC(C(=O)NC3CCCCC3)CC2=O)c1 (centres undefined) | -3 | -1% | -5% | 2% | -1%[10 µM] | 2% | -4% | 1% | 0% | -1% | -17%
Cc1nc(SCC(=O)N2CCOCC2)c2ccsc2n1 | -2 | -6% | ? | -2% | -14% | -4% | 3% | -7% | ? | -8% | 11%
CC(=O)c1ccccc1NC(=O)COC(=O)CSCC(=O)Nc1cc(C)on1 | 3 | -2% | 8% | 1% | nt | 0% | 0% | nt | -1% | 2% | -13%
COc1ccc2c(C)nc(Nc3nc(-c4ccccc4)cc(=O)[nH]3)nc2c1 | 2 | 2% | 4.1µM* | -18% | 4.5µM* | -34%[inhibitor] | -46%[inhibitor] | 4µM* | 11% | 7% | -50%
COC(=O)c1ccc(COC(=O)c2cnc(Cl)c(Cl)c2)cc1 | 2 | -3% | ? | ? | 3% | 18% | 17% | -4% | 8% | ? | 32%
COc1ccc(Cl)cc1NC(=O)CN1C(=O)NC(C)(Cc2ccc(OC)c(OC)c2)C1=O (centres undefined) | -1 | 15% | -16% | 1% | nt | -2% | 3% | nt | -3% | -1% | 3%
CC(=O)c1c(C)oc2ccc(NS(=O)(=O)c3cccs3)cc12 | 0 | 2% | ? | -2% | 42% | -3% | -5% | 10% | 0% | -6% | 14%

4 structures from above, arranged by heavy-atom count, high to low:
SMILES | TRPV1 ag | Tb PFK block | ELG1 DNA repair | FLuc counter | RORg inh | NPC1 prom act | Rab9 prom act | VP16 counter | p53 reactivator | ELG1 genotoxic | BRCA1 expr up
CC(=O)c1ccc(N2CCN(C(=O)CNS(=O)(=O)c3ccc4c(c3)OCCCO4)CC2)c(F)c1 | -4 | -6% | -21% | -1% | nt | -4% | -4% | nt | -2% | -1% | -26%
COc1ccc2c(C)nc(Nc3nc(-c4ccccc4)cc(=O)[nH]3)nc2c1 | 2 | 2% | 4.1µM* | -18% | 4.5µM* | -34%[inhibitor] | -46%[inhibitor] | 4µM* | 11% | 7% | -50%
COC(=O)c1ccc(COC(=O)c2cnc(Cl)c(Cl)c2)cc1 | 2 | -3% | ? | ? | 3% | 18% | 17% | -4% | 8% | ? | 32%
Cc1nc(SCC(=O)N2CCOCC2)c2ccsc2n1 | -2 | -6% | ? | -2% | -14% | -4% | 3% | -7% | ? | -8% | 11%

Next part.
SMILES | TRPV1 ag | Tb PFK block | ELG1 DNA repair | FLuc counter | RORg inh | NPC1 prom act | Rab9 prom act | VP16 counter | p53 reactivator | ELG1 genotoxic | BRCA1 expr up
COc1cc(/C=C/c2cc(OC(C)=O)c3ccccc3n2)c(OC(C)=O)c([N+](=O)[O-])c1 | 6 | -5% | -5% | 2% | -31% | 2% | 1% | -13% | 2% | 0% | 3%[1.84 µM]
O=C(Nc1cc(C(F)(F)F)ccc1-n1cncn1)c1ccc([N+](=O)[O-])o1 | -3 | -1% | ? | 1% | nt | -12% | 0% | nt | -14% | -28% | -78%
O=C(N=Nc1c(O)[nH]c2ccc(Br)cc12)c1ccccc1-n1cccc1 | ? | -1% | ? | 1% | -27% | -22% | -20% | 8% | 3% | 15% | -89%
COc1ccc(OC)c(NC(=O)CCC(=O)Nc2nnc(C(C)C)s2)c1 | -3 | 3% | 2% | 1% | -22% | -3% | -1% | 3% | -3% | 1% | 15%
CCOC(=O)N1CCN(C(=O)CSc2nnc(-c3cc(OC)cc(OC)c3)o2)CC1 | 0 | 10% | ? | 2% | -21% | 0% | 0% | 5% | -11% | -20% | 1%
O=c1[nH]c2ccc(NC(=S)Nc3ccc(Cl)cc3Cl)cc2[nH]1 | 2 | -5% | 3% | 1% | -7% | -1% | -5% | -9% | 0% | 2% | -19%
O=C1CC(c2ccc(F)cc2)CC(O)=C1C=NCCN1CCN(C(=O)Nc2ccccc2)CC1 (centres undefined) | nt | 4% | 8% | 2% | 21% | -5% | 2% | 13% | -4% | 2% | -14%
Cc1ccsc1C(=O)N1CCCC(N2CCN(c3cccc(Cl)c3)CC2)C1 (centres undefined) | 3 | -5% | -4% | 3% | -4% | 1% | 13% | -10% | -4% | -3% | -6%
CN(C)C(=O)COc1ccc2cc(-c3ccccc3)c(=O)oc2c1 | -2 | -1% | ? | ? | ? | 4µM* | 2µM* | 18% | ? | ? | 11µM*
N/C(=N\OC(=O)CC1CCCCC1)c1ccc(Cl)cc1 | 9 | -4% | ? | 7.6µM* | 13% | 4% | -5% | -16% | ? | ? | 36%
O=C(CSc1ccc2ccccc2n1)N/N=C/c1ccccc1O | 2 | 0% | 16µM* | ? | 1.4µM* | -5% | -4% | 3.2µM* | ? | 10% | -55%
NC(=O)NCc1cccs1 | -3 | -5% | 12% | 0% | 8% | -4% | -2% | -6% | 3% | 0% | 13%
Cc1oc2c(CN3CCCC3)c(O)ccc2c(=O)c1Oc1ccccc1Br | 5 | 0% | 5% | -2% | 11% | -2% | -1% | -3% | 2% | -2% | 3%
